JMJD2A Tudor: inhibitors of human JMJD2A Tudor domain; O75164; AlphaScreen JMJD2A-Tudor / H3K4me3 peptide binding; Potency, µM (series often up to 114 µM), inactives show at the top dose activity change, negative = inhibition, usual class: inhibitors; 390,000 compounds, 4.4% hits; AID 504339; also: % is scaled to controls: 0 for no effect and ±100 for the full control effect; nearly all actives have a fitted effect of over 50% in size
BLM helicase inh: Bloom syndrome helicase (human) inhibition. Potency, µM (doses to about 56.1 µM), for the others: top-dose activity change, negative = inhibition, usual class: inhibitors. AID 2528. recombinant BLM DNA unwinding, fluorescence dequenching. 350,000 compounds, 0.2% hits. P54132;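 also: plate controls were vehicle for no effect and no enzyme for full effect; nearly all actives have a fitted effect of over 35% in size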
BAZ2B block: BAZ2B (human) inhibition | Q9UIF8 | AlphaScreen BAZ2B-H3K14Ac peptide displacement | Potency, µM (titrated, usually from 114 µM), inactives show top-dose activity change, negative = inhibition, hits mostly inhibitors | 360,000 compounds, 4.4% hits; also: % is scaled to controls: 0 for no effect and ±100 for the full control effect; nearly all actives have a fitted effect of over 60% in size
Target sequence (Q9UIF8 whole entry, looked up): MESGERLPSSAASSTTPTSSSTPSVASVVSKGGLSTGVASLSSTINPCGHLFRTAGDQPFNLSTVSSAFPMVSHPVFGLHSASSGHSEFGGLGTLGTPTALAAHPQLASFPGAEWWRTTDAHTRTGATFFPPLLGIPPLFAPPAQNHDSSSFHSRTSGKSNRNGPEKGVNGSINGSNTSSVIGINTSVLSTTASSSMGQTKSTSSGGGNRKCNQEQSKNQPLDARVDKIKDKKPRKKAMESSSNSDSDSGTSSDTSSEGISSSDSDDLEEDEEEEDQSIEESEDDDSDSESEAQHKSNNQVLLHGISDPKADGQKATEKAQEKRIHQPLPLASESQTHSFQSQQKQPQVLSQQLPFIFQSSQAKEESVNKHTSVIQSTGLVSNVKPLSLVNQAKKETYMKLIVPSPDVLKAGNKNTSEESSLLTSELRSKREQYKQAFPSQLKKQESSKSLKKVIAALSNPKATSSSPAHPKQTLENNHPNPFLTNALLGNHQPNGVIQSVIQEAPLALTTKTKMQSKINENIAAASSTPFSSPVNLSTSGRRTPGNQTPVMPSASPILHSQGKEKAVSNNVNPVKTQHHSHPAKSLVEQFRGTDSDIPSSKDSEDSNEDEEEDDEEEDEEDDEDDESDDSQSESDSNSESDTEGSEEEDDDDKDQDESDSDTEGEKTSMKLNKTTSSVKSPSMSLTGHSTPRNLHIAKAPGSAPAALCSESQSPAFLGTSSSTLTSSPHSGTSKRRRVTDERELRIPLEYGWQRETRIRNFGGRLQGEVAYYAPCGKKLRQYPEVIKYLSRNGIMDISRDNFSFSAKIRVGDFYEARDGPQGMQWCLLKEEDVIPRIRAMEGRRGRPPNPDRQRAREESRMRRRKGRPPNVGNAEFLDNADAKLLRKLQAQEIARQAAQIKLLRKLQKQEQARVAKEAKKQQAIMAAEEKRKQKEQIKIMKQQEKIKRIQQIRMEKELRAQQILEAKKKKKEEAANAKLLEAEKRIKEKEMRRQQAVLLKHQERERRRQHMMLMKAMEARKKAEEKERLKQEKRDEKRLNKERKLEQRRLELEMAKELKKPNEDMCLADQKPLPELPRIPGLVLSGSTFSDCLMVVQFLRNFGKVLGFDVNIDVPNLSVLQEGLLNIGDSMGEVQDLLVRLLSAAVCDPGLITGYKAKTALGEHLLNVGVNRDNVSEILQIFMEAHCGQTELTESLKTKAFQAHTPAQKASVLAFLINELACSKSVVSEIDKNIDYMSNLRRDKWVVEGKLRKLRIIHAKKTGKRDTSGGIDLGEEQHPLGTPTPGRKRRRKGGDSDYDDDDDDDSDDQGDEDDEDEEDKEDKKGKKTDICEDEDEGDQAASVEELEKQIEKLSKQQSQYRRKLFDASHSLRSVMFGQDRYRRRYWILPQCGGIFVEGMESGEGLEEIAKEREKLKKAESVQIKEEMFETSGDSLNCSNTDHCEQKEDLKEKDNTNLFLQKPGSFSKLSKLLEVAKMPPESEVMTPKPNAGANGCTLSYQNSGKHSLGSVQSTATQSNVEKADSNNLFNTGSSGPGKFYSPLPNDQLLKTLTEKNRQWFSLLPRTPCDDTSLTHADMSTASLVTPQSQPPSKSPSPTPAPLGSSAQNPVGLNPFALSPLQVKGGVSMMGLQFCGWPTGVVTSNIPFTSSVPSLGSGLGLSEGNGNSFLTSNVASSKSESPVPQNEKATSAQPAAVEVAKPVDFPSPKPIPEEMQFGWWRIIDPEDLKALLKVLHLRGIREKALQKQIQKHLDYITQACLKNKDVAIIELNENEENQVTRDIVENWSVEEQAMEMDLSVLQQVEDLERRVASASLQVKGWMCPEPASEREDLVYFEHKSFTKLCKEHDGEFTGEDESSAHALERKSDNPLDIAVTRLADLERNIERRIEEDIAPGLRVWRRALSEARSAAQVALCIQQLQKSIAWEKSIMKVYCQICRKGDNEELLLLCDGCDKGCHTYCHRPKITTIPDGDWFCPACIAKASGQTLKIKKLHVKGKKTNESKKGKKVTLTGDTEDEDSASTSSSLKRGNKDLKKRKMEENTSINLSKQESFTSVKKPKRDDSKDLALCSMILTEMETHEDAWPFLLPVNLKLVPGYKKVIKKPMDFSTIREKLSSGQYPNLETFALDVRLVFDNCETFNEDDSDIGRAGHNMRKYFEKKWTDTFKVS
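Protein-peptide AlphaScreen: BAZ2B 50 nM, b-H3K14Ac 50 nM, 1x PBS pH 7.4 + 0.01% Tween-20. Preincubation 30 min RT; cpd 30 min RT (top 110 uM); beads 20 min RT, light-protected.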
Pol iota inh: blocks human DNA polymerase iota activity; Q9UNA4; AID 588590; Pol iota fluorescent replication assay, 10 min; 390,000 compounds, 1% hits; Potency, µM (doses to about 115 µM), without a hit: at the highest dose activity, negative = inhibition, hits mostly inhibitors
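Pol iota at 10 nM preincubated 15 min with compounds at room temperature; reaction started with fluorescent substrate, 50 nM final. Fluorescence read kinetically at 0 and 10 min; buffer-only wells as negative control.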
POLH inh: blocks human DNA polymerase eta activity | Q9Y253 | recombinant Pol eta, fluorescent DNA replication assay | Potency, µM (doses to about 114 µM), without a hit: top-dose activity change, negative = inhibition, usual class: inhibitors | 390,000 compounds, 1.2% hits; also: % is scaled to controls: 0 for no effect and ±100 for the full control effect
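Pol eta (10 nM) was preincubated with compounds for 15 min at room temperature, after which fluorescent replication substrate (50 nM final) was added to start the reaction. Fluorescence was read kinetically at 0 and 10 min.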
APE1 inh: APE1 (human) endonuclease inhibition; AID 2517; 350,000 compounds, 0.35% hits; recombinant APE1, TAMRA/BHQ-2 abasic DNA cleavage fluorescence; P27695; Potency, µM (titrated, usually from 65.8 µM), for inactives: at the top dose activity change, negative = inhibition, most hits filed as inhibitors;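 also: plate controls were vehicle for no effect and reference inhibitor for full effect; nearly all actives have a fitted effect of over 55% in size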
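Activity was derived from the fluorescence gain between first and third kinetic reads (60 s intervals, ex 525/em 598 nm) after 50 nM THF-abasic TAMRA/BHQ-2 duplex was added to 0.75 nM APE1 preincubated 15 min with compound.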
G9a block: G9a (human) methyltransferase inhibition; G9a H3K9 monomethylation, AlphaScreen, 2 h; Q96KQ7; 350,000 compounds, 8.8% hits; Potency, µM (titrated, usually from 102 µM), without a hit: at the highest dose activity, negative = inhibition, actives largely listed as inhibitors; also: % is scaled to controls: 0 for no effect and ±100 for the full control effect; nearly all actives have a fitted effect of over 75% in size
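AlphaScreen read-out: biotin-H3K9 peptide (500 nM) methylation by 20 nM enzyme with 20 uM SAM, 2 h at room temperature after 15 min compound preincubation; anti-monomethyl H3K9 antibody plus donor/acceptor beads, 10 min dark.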
Pol beta inh: DNA polymerase beta (human) inhibition; Pol beta primer extension/strand displacement, fluorescence kinetic; P06746; AID 485314; 340,000 compounds, 1.3% hits; Potency, µM (top dose mostly 114 µM), without a hit: top-dose activity change, negative = inhibition, most hits filed as inhibitors; also: % is scaled to controls: 0 for no effect and ±100 for the full control effect
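Kinetic readout of DNA synthesis with strand displacement by Pol beta. Compound and 10 nM enzyme sit 15 min at room temperature; 50 nM substrate starts the reaction, read immediately and at 10 min.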
Pol kappa inh: DNA polymerase kappa (human) inhibition. Q9UBT6. purified Pol kappa, fluorescent DNA synthesis assay, 10 min. Potency, µM (series often up to 107 µM), for the others: at the top dose activity, negative = inhibition, usual class: inhibitors. 400,000 compounds, 0.53% hits; also: % is scaled to controls: 0 for no effect and ±100 for the full control effect
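50 nM final substrate added after 15 min RT preincubation of 10 nM Pol kappa with compound; fluorescence read at 0 and 10 min.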
* hit, by the source's call; ? = inconclusive; · = not tested or not shown; [ ] = remark or other dose. Calls follow the shape of the dose curve; as a rule, active = well fitted curve in the direction sought with a large enough effect; inconclusive = small, poorly fitted or top-dose-only effect, or another doubt; inactive = no such curve, though single readings can be large; an effect the other way counts as inactive or inconclusive. Potency is read from the fitted curve at half-maximal effect.

SMILES	JMJD2A Tudor	BLM helicase inh	BAZ2B block	Pol iota inh	POLH inh	APE1 inh	G9a block	Pol beta inh	Pol kappa inh
COC(=O)c1cccc(NC(=O)CCCOc2cccc(C)c2)c1	18%	-8%	16%	2%	-8%	8%	-3%	8%	-3%
CSc1ccccc1NC(=O)Nc1ccc(F)c(Cl)c1	5%	-5%	-9%	10%	-3%	-7%	62%[activator][59 µM]	13%	-14%
COCC(=O)N1CCC(Oc2ccc(C(=O)N(C)C3CCCCC3)cc2)CC1	-15%	-1%	4%	-27%	-2%	25%	39%	32%	-6%
COc1cccc2c1OCC(CN1CCN(Cc3ccccc3)C(CCO)C1)=C2 (configuration not stated)	-21%	1%	-16%	?	-5%	2%	8%	-1%	-4%
CC(=NNC(=O)CSc1nc2ccccc2o1)c1ccco1	-11%	·	·	50%[activator]	-5%	3%	·	·	0%
O=C(N/N=C/c1ccccc1)c1n[nH]c2c1CCCC2	-11%[11.4 µM]	-6%	-15%	87%[activator]	1%	-5%	3%	-29%	-8%
COc1ccc(CCNc2nc(C)nc3c2nnn3Cc2ccccc2)cc1	7%	0%	7%	17%	-18%	-13%	24%	10%	-4%
N#Cc1ccccc1NC(=O)c1ccc2c(Cl)c3c(nc2c1)CCCC3	-11%	-13%	2%	11%	-6%	0%	?	1%	-2%
O=C(NCCCn1ccnc1)c1cc(S(=O)(=O)N2CCOCC2)c(Cl)cc1Cl	-8%	0%	-30%	4%	-1%	4%	-16%[59 µM]	11%	-9%
Cc1cccc(NC(=O)Cn2c(=O)c3cccn3c3ccccc32)c1C	-13%	-9%	-6%	-4%	-12%	·	-3%[59 µM]	-27%	-7%
CCC(=O)N1CCc2cc(Br)cc(S(=O)(=O)NCC3CCCN3CC)c21 (configuration not stated)	-1%	-7%	10%	2%	5%	-4%	-6%[59 µM]	2%	-12%
CCCCc1nc2ccccc2c(=O)n1NC(=O)c1c(O)c2cccc3c2n(c1=O)CC3	-20%	-1%	23%	5%	-10%	2%	8%[59 µM]	8%	-5%
O=C(Nc1ccccc1-c1nc2ccccc2s1)C1=COCCO1	-9%	-9%	-11%	45%[activator]	?	6%	-8%[59 µM]	?	-7%
O=C(/C(=C(\[O-])c1ccccc1)[n+]1ccc2ccccc2c1)c1ccc(Cl)cc1	-10%	-14%	0%	271%[activator]	-10%	?	20µM*	7%	-6%
CC(C)(C)c1ccc(/C=C/C(=O)NC2CCS(=O)(=O)C2)cc1 (configuration not stated)	-8%	-3%	-25%	-9%	-5%	3%	15%[59 µM]	5%	-14%
CC(C)c1ccccc1NC(=O)COC(=O)c1c2c(nc3ccccc13)CCN(Cc1ccccc1)C2	-28%	-6%	-10%	24%	-23%	-5%	5%[59 µM]	?	-6%
CCN(CC(=O)NCc1cccs1)CC(=O)Nc1ccccc1C	-11%	·	11%	-7%	-5%	1%	?	·	-4%
C[C@@H]1C(=O)O[C@@H]2[C@H](O)C34[C@H]5C[C@@H](C(C)(C)C)C36[C@H](OC(=O)[C@@H]6O)OC4(C(=O)O5)[C@@]12O (some centres not stated)	-12%	-2%	4%	-12%	-22%	4%	11%	4%	2%
CC(C)Cc1nnc(NC(=O)C2=COCCO2)s1	-10%	·	-17%	52%[activator]	-9%	36%	1%[12.7 µM]	·	13%
Cc1c(NC(=O)COC(=O)c2cc3c4ccccc4n(C)c3s2)c(=O)n(-c2ccccc2)n1C	-16%	-5%	-34%	15%	2%	?	·	-6%	-4%
C[C@@H]1COC(=O)[C@H](Cc2ccc(F)cc2)CC/C=C\C[C@@H](CC(=O)NCCO)C(=O)N1	-6%	·	·	24%	-5%	-2%	·	·	-8%
Cc1cccc(CS(=O)(=O)Cc2ccc(C(=O)NCCCN3CCCC3)o2)c1	-11%	-1%	?	4%	-6%	0%	?	0%	-4%
O=C(O)C1CCCCC1C(=O)NC1C2CC3CC(C2)CC1C3 (configuration not stated)	1%	2%	-3%	176%[activator]	-18%	4%	·	39%	1%
Cc1cc(-n2c(C)cc(C(=O)CN3C(=O)NC4(CCCC4)C3=O)c2C)no1	-18%	-1%	-5%	?	-4%	0%	-24%[12.7 µM]	-3%	1%
CC(C)(C)OC(=O)N1CCC(c2c(C(=O)NCC3CCN(C4CCCC4)C3)cnn2-c2ccc(F)cc2)CC1 (configuration not stated)	-26%	-5%	-10%	2%	-6%	8%	9%[59 µM]	29%	-15%
COc1ccc(NC(=O)CN(C)C(=O)c2cc(-c3ccc(OC)cc3)nc3ccccc23)cc1	-25%	·	-6%	3%	-6%	-8%	22%[0.501 µM]	·	-13%
CCCCCCCCCCNC(=O)CCn1[nH]c(=O)c2ccccc2c1=O	-11%[57.1 µM]	·	·	1%	-4%	·	·	·	3%
CC(=NNC(=S)N1CCC1)c1ccccn1	20µM*	·	·	12%	-11%	·	·	·	-16%
N/C(=N\OC(=O)CCCOc1ccccc1)c1cccc(Br)c1	117%[activator]	-8%	132%[activator]	165%[activator]	-11%	5%	165%[activator]	51%	-15%
COc1ccc(-c2ccc(-c3nnc(-c4cc(OC)ccc4OC)o3)cc2)cc1	6%	-1%	·	5%	-19%	3%	-3%[59 µM]	10%	-5%
CCc1ccc(NC(=O)Cc2c(C(=O)O)n(C)c3ccccc23)cc1	-13%	-10%	28µM*	-22%	-13%	-3%	?	?	1%
O=C(Nc1ncccc1O)c1ccc(S(=O)(=O)Nc2ccccc2)cc1	-16%	·	-9%	39%[activator]	-10%	-18%	-8%[0.501 µM]	·	-12%
CC(C)N(C(=O)CSc1nnc(NC(=O)C2CCC2)s1)C(C)C	-4%	4%	36%[activator]	3%	4%	0%	-22%[59 µM]	-1%	3%
Cc1cccc(S(=O)(=O)CC(=O)Nc2nc(-c3ccccc3)cs2)c1	-19%	-14%	-7%	2%	-9%	1%	?	-1%	-5%
COc1ccc([C@H]2CC(=O)C=C(c3ccc(Cl)c(Cl)c3)C2)cc1	-9%	·	10%	-8%	-17%	-14%	3%[0.501 µM]	·	-10%
CCOC(=O)CCc1c(C)c2cc3c(c(C)c2oc1=O)OCN(CCc1ccccc1OC)C3	-19%	2%	-15%	-1%	-10%	·	-6%[59 µM]	-1%	0%
Cc1ccc2[nH]c(=O)c(CN(Cc3cccnc3)Cc3nnnn3CC3CCCO3)cc2c1 (configuration not stated)	-16%	-5%	-27%	18%	-19%	4%	15%	14%	-14%
CCOc1ccc(N2CC(C(=O)Nc3ncccc3C)CC2=O)cc1 (configuration not stated)	-3%	-3%	0%	40%[activator]	-21%	4%	-45%	35%	-6%
O=S(=O)(c1cccc(-c2nc3ccccc3s2)c1)N1CCOCC1	-19%	-1%	5%	16%	-10%	4%	42%	0%	-19%
O=C(NC(=S)NCCc1ccccc1)c1ccccc1	-16%	-9%	-7%	?	-17%	-4%	-6%[2.33 µM]	18%	2%
COCc1cc(C)n(CC(=O)Nc2ccc3c(c2)OCO3)c(=O)c1C#N	-1%	2%	-20%	9%	-6%	54%[activator]	2%	20%	10%
Cc1ccc(SCC(=O)NC(=O)NCCC(C)C)c(C)c1	47%[activator]	-5%	1%	-5%	-5%	-1%	-1%	2%	-3%
N#Cc1c2c(c(-n3cnc4ccccc43)n3c1nc1ccccc13)CCC2	11%	-7%	13%	-7%	-8%	1%	-1%[0.501 µM]	28%	3%
COc1cc(C=O)c(Br)cc1OCc1ccc(C)cc1	72%[activator]	-6%	64%[activator]	-13%	-8%	-2%	129%[activator]	11%	-8%
Cc1cnc(C(=O)Oc2c(C)ccc(C)c2C)cn1	-3%	-4%	-10%	?	-4%	4%	-27%	17%	-11%
Cc1cc(C)cc(NC(=O)Cn2c3ncccc3c(=O)n2-c2ccc(C)c(C)c2)c1	29%	-5%	14%	-5%	-17%	·	26%[59 µM]	-18%	-9%
Cc1nc2c(C)cccc2c2c1CCS2	27%	-6%	10%	8%	-15%	2%	3%	25%	-4%
Cc1ccc(-c2cc(-c3ccccc3)nc(N(C)N)n2)cc1	?	-9%	?	-8%	-8%	-4%	-13%	-25%	-22%

Profiles from above. Order of screens: JMJD2A Tudor, BLM helicase inh, BAZ2B block, Pol iota inh, POLH inh, APE1 inh, G9a block, Pol beta inh, Pol kappa inh
CCC(=O)N1CCc2cc(Br)cc(S(=O)(=O)NCC3CCCN3CC)c21 (configuration not stated) is listed as -1%, -7%, 10%, 2%, 5%, -4%, -6%[59 µM], 2%, -12%
O=C(/C(=C(\[O-])c1ccccc1)[n+]1ccc2ccccc2c1)c1ccc(Cl)cc1 is listed as -10%, -14%, 0%, 271%[activator], -10%, ?, 20µM*, 7%, -6%
Cc1c(NC(=O)COC(=O)c2cc3c4ccccc4n(C)c3s2)c(=O)n(-c2ccccc2)n1C is listed as -16%, -5%, -34%, 15%, 2%, ?, ·, -6%, -4%

The results go on:
SMILES	JMJD2A Tudor	BLM helicase inh	BAZ2B block	Pol iota inh	POLH inh	APE1 inh	G9a block	Pol beta inh	Pol kappa inh
Cc1ccc(NC(=O)COC(=O)CN2C(=O)c3ccccc3C2=O)cc1S(=O)(=O)N(C)C	-10%	-1%	·	31%[activator]	-20%	-1%	?	-2%	-6%
Cc1ccc(SCc2cc(=O)[nH]c(Nc3nc(C)c4ccccc4n3)n2)cc1	?	-9%	-2%	-10%	-14%	1%	4%[59 µM]	7%	6%
COc1cc(NC(=O)C2CCC(=O)N2S(=O)(=O)c2ccc(C)cc2)cc(OC)c1 (configuration not stated)	-2%	-4%	0%	10%	-24%	12%	10%	33%	-4%
C[C@H]1CCC(=O)N([C@H](CC#N)Cc2ccccc2)CC1	8%	1%	-11%	?	-9%	25%	25%	3%	?
Cc1ccc(N(CC(=O)NCc2ccccc2Cl)S(=O)(=O)c2c(C)noc2C)cc1	-19%	-1%	0%	63%[activator]	-15%	9%	-3%	2%	-8%
Cc1ccc(S(=O)(=O)N2CCN(C(=O)Cn3nc(C)c([N+](=O)[O-])c3C)CC2)cc1	-10%	·	3%	-15%	-10%	35%	7%[12.7 µM]	·	2%
Cc1ccc(Nc2nc(Cl)c(C=O)s2)cc1	1%	-8%	-12%	-19%	-8%	1%	-27%	1%	3%
O=C(NCc1cn2ccccc2n1)c1ccc2c(c1)OCO2	-20%	-1%	-12%	14%	-14%	3%	14%	-14%	-7%

The list is partial (hit frequency here may not be typical).
